S3 lipid droplet: qHTS Assay for Lipid Storage Modulators in Drosophila S3 Cells; lipid storage change, negative = inhibition, % at the top dose, mostly 46.1 µM; hits show Potency in µM; 320,000 compounds, 0.64% hits; Drosophila S3 cells, BODIPY lipid droplet fluorescence, 18-24 h; cells fed with added oleic acid; AID 2685, 2010; active means well fitted inhibition curve with a large enough effect in the signal ratio, with a control signal flat, not every such curve was filed as active; inconclusive means small, poorly fitted or top-dose-only effect, or effect the other way, or a change in a side signal; the % refers to the signal ratio
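Drosophila S3 cells got compounds at several concentrations plus oleic acid (400 uM solution). Laser-scanning cytometry with 488 nm excitation read lipid droplets at 500-530 nm and cells at 575-640 nm. Percent activity was relative to 20 uM Triacsin C.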
S3 lipid droplet cell count max: also measured in S3 lipid droplet; calls as there; cell number change, %; measured here: cell count max response;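 cells counted by Cell Tracker Red CMTPX staining in the red channel; peak over a dose series mostly up to 46.1 µM; percent activity relative to internal control wells on each plate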
The depositor's hits bear a star; i = inactive; ? = inconclusive; nt = no result given; [ ] = dose if it differs, or a comment. On the % scale 0 is the no-effect control and ±100 the full control effect; potency means the concentration at half of the fitted maximal effect.

SMILES | S3 lipid droplet | S3 lipid droplet cell count max
Cc1ccc(S(=O)(=O)N(C)c2ccc(OC(=O)CN3C(=O)NC4(CCCC4)C3=O)cc2)cc1 | -21% | nt
O=C(Nc1ccc(Cl)cc1)N1CCC(CO)(Cc2ccccc2)CC1 | 0% | 4
Cc1ccc([N+](=O)[O-])cc1NC(=O)CN1CCCCC1 | 7% | -1
CC(C)[C@H](NC(=O)OCc1ccccc1)C(=O)OCC(=O)Nc1c(F)cccc1F | 5% | 6
COCCCNC(=O)C(=O)N/N=C/c1ccc(OCC(=O)Nc2cccc(Cl)c2C)c(OC)c1 | -11% | 5
COc1ccc(C(=O)CSc2nnc(-c3cc4ccccc4cc3O)n2Cc2ccco2)cc1 | ? | nt
COCCN(C(=O)c1snc(C(N)=O)c1N)C(C(=O)NC1CCCCC1)c1ccc(N(C)C)cc1 (configuration not stated) | 24% | 5
O=C(N/N=C\c1ccc[nH]1)c1cncc(Br)c1 | i | 19
Cc1cc(C)n(CCNC(=O)C2CCC(=O)N(Cc3ccc(Cl)cc3)C2)n1 (configuration not stated) | ? | nt
c1nc(NCc2ccc3c(c2)OCO3)c2cc(-c3ccc4c(c3)OCCO4)ccc2n1 | 0% | 25
Cc1ccc(C(=O)NCC(=O)OCC(=O)Nc2ccc(Cl)cc2C(F)(F)F)cc1C | ? | nt
Cc1ccc(N2CC(=O)N(c3ccc(C)cc3)CC2=O)cc1 | -14% | 13
COc1ccccc1-c1nnc2n1N=C(C)CS2 | ? | nt
Cc1cccc(C(=O)NCC(=O)N2CCN(S(=O)(=O)/C=C/c3ccccc3)CC2)c1 | 10% | 13
O=C(c1cc([N+](=O)[O-])cc([N+](=O)[O-])c1)N1CCN(C(=O)c2ccco2)CC1 | ? | nt
COc1cc(S(=O)(=O)N(Cc2ccc(C)cc2)Cc2ccco2)ccc1-n1cnnn1 | ? | nt
CCOc1ccc2nc(CN3CCN(Cc4ccccc4OCC)C(CCO)C3)ccc2c1 (configuration not stated) | -5% | 14
NC1=NC2(CCCCC2)N=C(Nc2ccc(Br)cc2)N1 | 0% | -8
CCOc1ccccc1NC(=S)Nc1ccc2cn[nH]c2c1 | ? | nt
C=CCn1c(SCC(=O)c2ccc(OC)cc2)nnc1C(C)NC(=O)c1cccs1 (configuration not stated) | ? | nt
O=c1[nH]c(=S)[nH]c2[nH]c(=S)[nH]c12 | ? | -8
CC(=O)Nc1ccc(CN2CCN(Cc3ccc(C)cc3)C(CCO)C2)cc1 (configuration not stated) | 14% | 15
COc1ccc(CCNC(=O)CC(=O)NCCc2ccc(OC)cc2)cc1 | i | 11
CCN1CCN(CCCN(Cc2ccco2)C(=S)Nc2ccc(Cl)c(C)c2)CC1 | ? | nt
COc1ccc(NC(=O)c2ccccn2)cc1 | ? | nt

The listing continues:
SMILES | S3 lipid droplet | S3 lipid droplet cell count max
CCOc1ccccc1OCCN1CCC(Cc2ccccc2)CC1 | 4% | nt
CCNC(=S)/C(=C(/[O-])c1ccc([N+](=O)[O-])cc1)[n+]1ccccc1 | 9% | 0
Cc1nn(-c2ccccc2)c2sc(C(=O)NC3CCCCC3)cc12 | ? | nt
CCOC(=O)C1=C(CSc2nc3ccccc3s2)NC(=O)NC1c1cc(C)ccc1C (configuration not stated) | -18% | -38
COc1ccc(OC)c(S(=O)(=O)N2CCCC(C)C2)c1 (configuration not stated) | 9% | 8
CCOC(=O)C1CNc2cc(S(=O)(=O)CC)ccc2O1 (configuration not stated) | 0% | nt
CCOC(=O)c1c(NC(=O)Cc2cccs2)sc(C(=O)NC2CCCC2)c1C | ? | nt
COc1ccc(N(CCC#N)C(=O)/C(C#N)=C\c2cccs2)cc1 | ? | nt
COc1cccc(S(=O)(=O)NCc2ccc(C(=O)Nc3ccc(C)cc3)cc2)c1 | i | 22
C=CCOc1c(Br)cc(/C=N/n2c(CC)n[nH]c2=S)cc1Br | ? | nt
COc1ccccc1-n1nc(C)cc1N | -8% | -8
COc1ccc(CNC(=O)c2ccccc2[N+](=O)[O-])cc1 | -10% | 7
Cc1c(C#N)c2ncn(Cc3ccccn3)c(=O)c2n1-c1ccccc1 | ? | nt
COc1cccc(NC(=O)CN2C(=O)COc3ccc(Cl)cc32)c1 | 1% | 7
CCOC(=O)CSc1nc(-c2ccccn2)ncc1OC | 4% | 16
CCCn1c(=S)[nH]c2ccc(C(F)(F)F)cc21 | 18% | nt
O=C(NOCc1ccccc1)c1ccc(Cl)cc1Cl | ? | nt
COC(=O)c1cc2ccccc2n1Cc1ccc(Cl)nc1 | 18% | 3
CCOC(=O)C1=C(C)NC(=O)CC1c1cc(OC)c(OC)cc1Br (configuration not stated) | -2% | -9
Cc1ccc(NC(=O)CC(NCCN2CCOCC2)C(=O)O)cc1Cl (configuration not stated) | -4% | -19
CC(=O)c1ccc(NC(=O)C(=O)c2cn(CC(=O)N3CCCCC3)c3ccccc23)cc1 | 6% | -4
COc1ccc(CCNC(=O)C/C(C)=N/NC(=O)c2ccc(N)cc2)cc1OC | ? | nt
O=[N+]([O-])c1cccc(Cl)c1CSc1ccccn1 | -12%[9.22 µM] | -2
Cc1ccc(NS(=O)(=O)c2ccc(C(=O)N3CCCC(C(F)(F)F)C3)cc2)cc1 (configuration not stated) | ? | nt
COc1ccc(CCN2C(=O)NC(NC(=O)CC(C)C)(C(F)(F)F)C2=O)cc1OC (configuration not stated) | i | -32

Already shown: an excerpt of the list.
SMILES | S3 lipid droplet | S3 lipid droplet cell count max
CCOC(=O)c1c(NC(=O)Cc2cccs2)sc(C(=O)NC2CCCC2)c1C | ? | nt
COc1ccc(N(CCC#N)C(=O)/C(C#N)=C\c2cccs2)cc1 | ? | nt
COc1cccc(S(=O)(=O)NCc2ccc(C(=O)Nc3ccc(C)cc3)cc2)c1 | i | 22
C=CCOc1c(Br)cc(/C=N/n2c(CC)n[nH]c2=S)cc1Br | ? | nt
COc1ccccc1-n1nc(C)cc1N | -8% | -8
COc1ccc(CNC(=O)c2ccccc2[N+](=O)[O-])cc1 | -10% | 7
Cc1c(C#N)c2ncn(Cc3ccccn3)c(=O)c2n1-c1ccccc1 | ? | nt
COc1cccc(NC(=O)CN2C(=O)COc3ccc(Cl)cc32)c1 | 1% | 7
CCOC(=O)CSc1nc(-c2ccccn2)ncc1OC | 4% | 16
CCCn1c(=S)[nH]c2ccc(C(F)(F)F)cc21 | 18% | nt
O=C(NOCc1ccccc1)c1ccc(Cl)cc1Cl | ? | nt
COC(=O)c1cc2ccccc2n1Cc1ccc(Cl)nc1 | 18% | 3
CCOC(=O)C1=C(C)NC(=O)CC1c1cc(OC)c(OC)cc1Br (configuration not stated) | -2% | -9
Cc1ccc(NC(=O)CC(NCCN2CCOCC2)C(=O)O)cc1Cl (configuration not stated) | -4% | -19
CC(=O)c1ccc(NC(=O)C(=O)c2cn(CC(=O)N3CCCCC3)c3ccccc23)cc1 | 6% | -4
COc1ccc(CCNC(=O)C/C(C)=N/NC(=O)c2ccc(N)cc2)cc1OC | ? | nt
O=[N+]([O-])c1cccc(Cl)c1CSc1ccccn1 | -12%[9.22 µM] | -2
Cc1ccc(NS(=O)(=O)c2ccc(C(=O)N3CCCC(C(F)(F)F)C3)cc2)cc1 (configuration not stated) | ? | nt
COc1ccc(CCN2C(=O)NC(NC(=O)CC(C)C)(C(F)(F)F)C2=O)cc1OC (configuration not stated) | i | -32

(more compounds)
SMILES | S3 lipid droplet | S3 lipid droplet cell count max
O=C(Nc1nccs1)c1nc[nH]c1C(=O)N1CCc2ccccc2C1 | i | 24
CCN(CC)S(=O)(=O)c1ccc(NN=C2CCN(C)CC2)c([N+](=O)[O-])c1 | ? | nt
O=C(O)C(Cc1ccc(F)cc1)c1ccccc1 (configuration not stated) | i | nt
COc1cc(CN(CC2CCCO2)C(=O)c2ccco2)cc(OC)c1OC (configuration not stated) | ? | nt
Cc1cc2cc(CNC(=O)c3ccc(S(=O)(=O)N4CCCCC4)cc3)ccc2[nH]1 | -26% | 5
CCOc1ccccc1C(=O)N(CN1CCCC1=O)c1cccc(Cl)c1 | 12% | -2
CC(C)C(=O)N1CCN(c2ccc([N+](=O)[O-])cc2Cl)CC1 | ? | nt
COc1ccccc1C1CCN(C(=O)c2ccc(C(C)(C)C)cc2)CC1 | ? | nt
COc1ccc(Nc2nc3ccc(C)cn3c(=O)c2/C=N/O)cc1 | ? | nt
COc1ccc(NN=Nc2nc3c([nH]2)c(=O)n(C)c(=O)n3C)cc1 | 1% | 11
CC1CCN(C(=O)c2ccc([N+](=O)[O-])o2)CC1 | ? | nt
COc1ccc(CCNS(=O)(=O)c2cn(C)nc2C)cc1 | -7% | -11
CCCOc1ccc(NCC(=O)Nc2ccc(C)cc2C)cc1 | -3% | 1
Cc1ccccc1C(=O)c1cccn1CC(=O)N1CCCCC1 | ? | nt
CN(CC(=O)N1CCN(c2ccccn2)CC1)S(=O)(=O)c1ccc(Cl)cc1 | ? | nt
CCC(C)[C@@H](C(=O)N1CCNCC1)n1cc(CCCN=C(N)N)nn1 (some centres not stated) | -9% | -4
O=C(CCn1c(=O)[nH]c2ccsc2c1=O)NCCc1ccc(Cl)cc1 | 9% | -8
CC(=O)c1c(C(C)=O)c(C)n(-c2ccc(C)c(NC(=O)c3ccccc3Cl)c2)c1C | 7% | -19
COC(=O)c1ccccc1S(=O)(=O)N1CCC(C(=O)OCc2ccc([N+](=O)[O-])cc2)CC1 | 18% | nt
Cc1c(C(=O)OCC2CCCO2)[nH]c2c1C(=O)CC(c1ccco1)C2 (configuration not stated) | -17% | nt
C=CCOc1ccccc1C(=O)/C=C1/C(=O)Nc2ccccc21 | ? | nt
O=C(/C=C/c1cccc([N+](=O)[O-])c1)NCCSCc1ccc(Cl)cc1Cl | ? | nt
COc1ccc2c(c1)c(C(O)CN1CCC3(CC1)OCCO3)c(C)n2C (configuration not stated) | 24% | 3
COc1ccc(CNC(=O)CCCOc2cc(=O)n(C)c3ccccc23)cc1 | ? | nt
CCN1CCCC1CNC(=O)C1c2cc(OC)c(OC)cc2C(=O)N(C)C1c1cccnc1 (configuration not stated) | ? | nt

Next part:
SMILES | S3 lipid droplet | S3 lipid droplet cell count max
CCOc1ccc(N2CC(C(=O)N3CCCCCC3)CC2=O)cc1 (configuration not stated) | ? | nt
CCOc1ccccc1NC(=O)COc1coc(CN2CCc3ccccc3C2)cc1=O | -21% | -3
COc1ccc(NC(=O)c2cccc(OS(=O)(=O)N(C)C)c2)cc1 | ? | nt
c1ccc2[nH]c(C3CC3)nc2c1 | -7% | 9
Cc1c(C)c2c(OCC(=O)NCc3ccco3)cc3c(c2oc1=O)CCC(C)(C)O3 | 22% | 6
COc1cccc(NC(=O)CCC2CCN(C(=O)c3ccc(C(C)=O)s3)CC2)c1 | ? | nt
CCOc1ccc(N=NC2C(=O)N(C(N)=S)N=C2C)cc1 (configuration not stated) | 2.3µM* | -27*
COc1ccc(C)cc1S(=O)(=O)NCCc1ccccc1 | ? | nt
CCN1CCN(Cc2ccc(NC(=O)c3ccc(C)c(NC(=O)C4=NN(c5ccccc5)C(=O)C4)c3)cc2C(F)(F)F)CC1 | 12% | 3
Cc1nc(N2CCN(S(=O)(=O)c3ccccc3)CC2)c2cc(-c3ccccc3)sc2n1 | ? | nt
CC(C)(C)C(=O)Nc1c(Cl)cccc1OC(F)(F)F | 2% | 15
CCOC(=O)Cc1csc(N/N=C\c2ccc(N(C)C)cc2)n1 | ? | nt
Cc1ccc(C(=O)O/N=C(/c2nonc2N)N(C)C)cc1 | 0% | nt
COc1cccc(Cn2cccc(NC(=O)Nc3ccc(C#N)cc3)c2=O)c1 | ? | nt
O=S(=O)(NCCSc1nnc(-c2ccco2)n1-c1ccccc1)c1ccccc1 | ? | nt
CC(=O)Nc1ccc(NC(=O)C(C)OC(=O)CCCN=C2NS(=O)(=O)c3ccccc32)cc1 (configuration not stated) | ? | nt
O=C(Cn1ncc2c3ccccc3n(Cc3ccccc3)c2c1=O)NCc1ccco1 | 2% | 12
Cc1cccc(NC(=S)Nc2ccccn2)c1C | -3% | -1
Cc1occc1C(=O)N1CCN(C(=O)C2CCCO2)CC1 (configuration not stated) | ? | nt
Cc1cc(OCC(=O)NCc2cccnc2)c2c(C)cc(=O)oc2c1 | i | 10
O=S(=O)(NCC1CC1)c1cc(Cl)cc(Cl)c1 | ? | nt
CN(C)CCCN1C(=O)c2oc3ccc(F)cc3c(=O)c2C1c1cccnc1 (configuration not stated) | i | nt
CC(=O)N1CCC(N(CCCOC(C)C)C(=O)Nc2ccc(C)c(C)c2)CC1 | ? | nt
CC1=CC(C)(C)Nc2ccccc21 | ? | nt
COc1cccc(C2C3=C(N=c4s/c(=C\c5ccc(OCC(=O)O)cc5)c(=O)n42)c2ccccc2CC3)c1 (configuration not stated) | 15% | 28

Further compounds.
SMILES | S3 lipid droplet | S3 lipid droplet cell count max
Nc1nc2nc(-c3cccs3)cc(C(F)(F)F)n2n1 | ? | nt
COc1ccc(NC(=O)c2cc(-c3ccco3)nc3ccccc23)cn1 | ? | nt
Nc1nc(SCc2nc3scc(-c4cccs4)c3c(=O)[nH]2)n[nH]1 | i | nt
CCOc1ccccc1NC(=O)C1CCCN1S(=O)(=O)c1ccccc1C(F)(F)F (configuration not stated) | ? | nt
O=C(COC(=O)CNC(=O)c1ccc(Cl)c([N+](=O)[O-])c1)NNC(=O)c1ccccc1F | ? | nt
COc1ccccc1NS(=O)(=O)c1ccc2oc(SCC(C)=O)nc2c1 | ? | nt
COc1ccc(OC)c(Nc2nc(NCCC(C)C)nc(N)c2[N+](=O)[O-])c1 | -5% | 12
CCOc1ncccc1C(=O)OCC(=O)N1CCN(S(=O)(=O)c2ccc(Cl)cc2)CC1 | 8% | 0

Compound activity from PubChem.

Not all compounds are listed; the hit share may differ from the screen's.
